Screens (PubChem BioAssay)
PfHsp90 set2 – reduces growth (ATP signal) of yeast expressing P. falciparum Hsp90; S. cerevisiae expressing PfHsp90, BacTiter-Glo ATP, 48 h; yeast lacking PDR1 and PDR3 efflux regulators; inhibition, % at 9.4 µM; 310,000 tested, 0.32% active;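 active = every replicate shows inhibition above about 80%, whatever the replicate mean, limit read from the data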;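 note: 0% = DMSO neutral controls and 100% = 20 µM radicicol positive controls; yeast relying on Plasmodium falciparum Hsp90 in place of its own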
OPRM1-OPRD1 ag – agonists of human mu-delta opioid receptor heterodimerization; activation, % at 9.3 µM; 340,000 tested, 0.3% active; AID 504326; cells, OPRM1-OPRD1 heterodimerization, luminescence; in the data active = activation above about 18%;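 note: 0% = vehicle-treated cells and 100% = reference agonist; values of inactives mirror those of a sister screen read the other way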
SUMO Mot1 rescue – inhibitors of SUMOylation pathway: yeast Mot1-301 growth rescue | 320,000 tested, 1% active | growth rescue, % at 18.8 µM | S. cerevisiae Mot1-301 growth rescue, ATP luminescence, 38.5C; percent above DMSO median, 100 means doubled | AID 2716;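 active = every valid replicate shows activation above 250% relative to neutral control wells; inactive = the rest, any valid replicate at or below 250%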;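 note: OY570 slx delta 5 strain wells were the positive control but not used for scaling; some compounds called inactive have numbers as strong as hits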
PKA-R2B act – PKA-R2B complex activation; P22694+P31323; activation, % at 11.4 µM; PKA-R2B holoenzyme dissociation, Cy5-IP20 fluorescence polarization; R2B truncated from residue 108, S112A mutant; 0% DMSO only, 100% 113 µM cGMP; 340,000 tested, 0.079% active;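 active = activation above a cutoff set at the mean over all compounds plus 3 SD, cut at about 18% in these data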;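 note: higher means more holoenzyme dissociation and a rise in polarization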
Target sequence (P31323 whole entry, looked up, other chains not shown, the tested form may be a part): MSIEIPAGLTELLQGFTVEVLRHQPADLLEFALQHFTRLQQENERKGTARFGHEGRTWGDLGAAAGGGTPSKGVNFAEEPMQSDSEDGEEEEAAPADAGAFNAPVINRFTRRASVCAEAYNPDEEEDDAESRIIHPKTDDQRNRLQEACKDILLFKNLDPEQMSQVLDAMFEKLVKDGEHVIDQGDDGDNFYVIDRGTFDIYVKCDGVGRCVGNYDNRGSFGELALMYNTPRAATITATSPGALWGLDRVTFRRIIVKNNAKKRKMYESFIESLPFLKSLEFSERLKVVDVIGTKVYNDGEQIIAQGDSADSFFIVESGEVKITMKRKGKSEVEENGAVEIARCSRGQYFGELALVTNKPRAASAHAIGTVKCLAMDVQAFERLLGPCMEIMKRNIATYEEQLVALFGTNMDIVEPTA
OPRM1-OPRD1 inv – inverse agonist of human OPRM1-OPRD1 heterodimerization; 340,000 tested, 0.21% active; cell-based MOR-DOR heterodimer luminescence, inverse agonism; P35372+P41143; AID 504357; inhibition, % at 9.3 µM; in the data active = inhibition above about 22%, passing the limit was not always enough;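 note: 0% = cells with DMSO and 100% = wells without cells with DMSO; values of inactives mirror those of a sister screen read the other way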
E coli growth – bacterial growth inhibition, counter-screen for AddAB inhibitors | E. coli V3065 growth, OD600 absorbance, 18 h | 330,000 tested, 0.27% active | inhibition, % at 11.9 µM;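 active = inhibition above the campaign's mean inhibition across all tested compounds plus 3 SD, cut at about 9.9% in these data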;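 note: uninfected addAB+ strain grown without phage in ampicillin broth; 0% = DMSO wells and 100% = ciprofloxacin 0.95 µg/ml wells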
PKA-R1A act – PKA-R1A complex activation. P00514+P68181. PKA-R1A dissociation, Cy5-IP20 fluorescence polarization; scaled: DMSO 0%, 113 µM cGMP 100%. activation, % at 11.4 µM. 340,000 tested, 0.083% active;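 active = percent activation above the mean of all tested compounds plus 3 SD, cut at about 19% in these data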;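 note: higher means more PKAc released from R1A so a rise in polarization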
HTR5A inv ctr – counter-screen for OPRM1-OPRD1 inverse agonists: human HTR5A inverse agonism; 340,000 tested, 0.083% active; P47898; AID 504634; HTR5A cell line, luminescence; inhibition, % at 9.3 µM; in the data active = inhibition mostly above about 23%, no sharp cut-off; inactive = mostly below about 18%;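 note: 0% = cells with DMSO and 100% = no-cell wells with DMSO; some compounds called inactive have numbers as strong as hits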
Target sequence (P47898 whole entry, looked up): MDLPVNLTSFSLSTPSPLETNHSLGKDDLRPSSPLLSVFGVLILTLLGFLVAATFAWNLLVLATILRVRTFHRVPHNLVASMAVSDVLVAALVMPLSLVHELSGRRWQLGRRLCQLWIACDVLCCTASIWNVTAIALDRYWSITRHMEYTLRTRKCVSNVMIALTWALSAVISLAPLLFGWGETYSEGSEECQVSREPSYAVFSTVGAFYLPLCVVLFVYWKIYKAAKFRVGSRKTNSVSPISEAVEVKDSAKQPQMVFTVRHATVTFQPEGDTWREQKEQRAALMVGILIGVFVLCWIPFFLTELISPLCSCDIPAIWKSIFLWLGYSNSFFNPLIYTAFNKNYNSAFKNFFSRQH
Tat transport – E. coli Tat transport inhibition; E. coli MC4100 TorA-mCherry Tat export, fluorescence; inhibition, % at 10 µM; 340,000 tested, 0.036% active; AID 488895;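 active = mean replicate inhibition at least 50% and at least half of replicates individually reaching 50%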;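 note: exported cargo escapes ClpAP degradation while cytoplasmic cargo is degraded and loses fluorescence; 0% = median of neutral control wells and 100% = median of NaSCN control wells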
phage Ecoli inh – E. coli growth loss with phage present. AID 651602. 360,000 tested, 0.26% active. inhibition, % at 11.9 µM. growth absorbance; in the data active = inhibition above about 11%
AddAB inh – less growth of phage-infected E. coli with AddAB. E. coli expressing H. pylori AddAB, absorbance growth. inhibition, % at 11.9 µM. 330,000 tested, 0.29% active. AID 435030; in the data active = inhibition above about 12%;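 note: 0% = vehicle wells of infected cells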
* hit, by the source's call; i = inactive; . = not tested or not shown.

The opening 16 records, to show the layout:
SMILES	PfHsp90 set2	OPRM1-OPRD1 ag	SUMO Mot1 rescue	PKA-R2B act	OPRM1-OPRD1 inv	E coli growth	PKA-R1A act	HTR5A inv ctr	Tat transport	phage Ecoli inh	AddAB inh
CCOc1ccc(C(=O)N/N=C/c2cc(Cl)ccc2[N+](=O)[O-])cc1	-6	-1.1	5	3	6	2.4	-2	-27	25	1.8	4.0
O=C(COc1ccc(Br)cc1)Nc1ccccc1C(=O)NC1CC1	9	-0.1	10	-7	1	1.3	-8	-13	-15	1.9	-1.9
CN1CCN(C(=O)c2cc3nc(-c4ccccc4)cc(C(F)(F)F)n3n2)CC1	-5	-0.7	12	1	3	1.4	2	7	-9	3.6	2.7
O=C(Nc1n[nH]c(C(F)(F)F)n1)c1cccs1	-1	0.0	-27	-4	0	-0.2	1	-1	2	4.2	-0.2
C#CCn1c(=NC(=O)CSC(C)=O)sc2cc(F)ccc21	31	0.1	18	-1	-1	-0.8	-9	-33	-10	.	1.4
CCn1c(CSCc2ccccc2)n[nH]c1=S	-4	-1.4	1	4	7	-0.1	-8	17	-2	8.0	1.5
Cc1ccc(SCc2[nH]nc3c2C2(C(=O)Nc4ccc([N+](=O)[O-])cc42)C(C#N)=C(N)O3)cc1 (centres undefined)	1	2.9	-12	0	-15	-2.4	-4	-8	24	2.2	-0.7
CN(C)C(CNC(=S)Nc1ccc(F)cc1)c1cccnc1 (centres undefined)	-5	112*	16	6	i	-1.6	-4	9	-7	2.8	3.8
CN(C)CCCNc1nc(-c2ccccc2)nc2ccccc12	-27	-2.7	-3	7	13	3.7	0	-7	-4	2.5	6.2
CCN(CC)S(=O)(=O)c1cccc(NC(=O)COC(=O)C2CC3C=CC2C3)c1 (centres undefined)	5	-1.2	-17	-7	6	-1.3	2	4	10	-1.8	1.5
Cc1cccn2cc(CNC(=O)c3ccc(Br)o3)nc12	-20	-1.0	2	8	6	2.2	-4	-28	5	2.4	-0.5
CCCC(=O)Nc1nc(-c2ccc(OC)cc2)cs1	0	-1.3	4	2	7	3.5	8	-14	5	3.5	2.1
O=C(CSc1ccc(Cl)cc1)NCC1CCCO1 (centres undefined)	7	0.2	15	-2	-1	-0.9	2	-12	7	0.2	2.8
CCc1ccc(-c2cc(C)no2)cc1S(=O)(=O)NCCc1ccc(S(N)(=O)=O)cc1	-19	1.6	-7	-5	-8	-1.7	2	9	3	1.8	4.0
NC(=O)NC(CC(=O)NNC(=O)c1ccccn1)c1ccccc1Cl (centres undefined)	.	-1.5	61	-2	6	0.9	-3	8	-1	-1.2	2.1
CC1Cc2ccccc2N1C(=O)CN1C(=O)COc2ccccc21 (centres undefined)	11	-1.4	9	5	8	0.6	-2	-5	-2	0.8	1.9

This part in full, previewed entries included:
SMILES	PfHsp90 set2	OPRM1-OPRD1 ag	SUMO Mot1 rescue	PKA-R2B act	OPRM1-OPRD1 inv	E coli growth	PKA-R1A act	HTR5A inv ctr	Tat transport	phage Ecoli inh	AddAB inh
CCOc1ccc(C(=O)N/N=C/c2cc(Cl)ccc2[N+](=O)[O-])cc1	-6	-1.1	5	3	6	2.4	-2	-27	25	1.8	4.0
O=C(COc1ccc(Br)cc1)Nc1ccccc1C(=O)NC1CC1	9	-0.1	10	-7	1	1.3	-8	-13	-15	1.9	-1.9
CN1CCN(C(=O)c2cc3nc(-c4ccccc4)cc(C(F)(F)F)n3n2)CC1	-5	-0.7	12	1	3	1.4	2	7	-9	3.6	2.7
O=C(Nc1n[nH]c(C(F)(F)F)n1)c1cccs1	-1	0.0	-27	-4	0	-0.2	1	-1	2	4.2	-0.2
C#CCn1c(=NC(=O)CSC(C)=O)sc2cc(F)ccc21	31	0.1	18	-1	-1	-0.8	-9	-33	-10	.	1.4
CCn1c(CSCc2ccccc2)n[nH]c1=S	-4	-1.4	1	4	7	-0.1	-8	17	-2	8.0	1.5
Cc1ccc(SCc2[nH]nc3c2C2(C(=O)Nc4ccc([N+](=O)[O-])cc42)C(C#N)=C(N)O3)cc1 (centres undefined)	1	2.9	-12	0	-15	-2.4	-4	-8	24	2.2	-0.7
CN(C)C(CNC(=S)Nc1ccc(F)cc1)c1cccnc1 (centres undefined)	-5	112*	16	6	i	-1.6	-4	9	-7	2.8	3.8
CN(C)CCCNc1nc(-c2ccccc2)nc2ccccc12	-27	-2.7	-3	7	13	3.7	0	-7	-4	2.5	6.2
CCN(CC)S(=O)(=O)c1cccc(NC(=O)COC(=O)C2CC3C=CC2C3)c1 (centres undefined)	5	-1.2	-17	-7	6	-1.3	2	4	10	-1.8	1.5
Cc1cccn2cc(CNC(=O)c3ccc(Br)o3)nc12	-20	-1.0	2	8	6	2.2	-4	-28	5	2.4	-0.5
CCCC(=O)Nc1nc(-c2ccc(OC)cc2)cs1	0	-1.3	4	2	7	3.5	8	-14	5	3.5	2.1
O=C(CSc1ccc(Cl)cc1)NCC1CCCO1 (centres undefined)	7	0.2	15	-2	-1	-0.9	2	-12	7	0.2	2.8
CCc1ccc(-c2cc(C)no2)cc1S(=O)(=O)NCCc1ccc(S(N)(=O)=O)cc1	-19	1.6	-7	-5	-8	-1.7	2	9	3	1.8	4.0
NC(=O)NC(CC(=O)NNC(=O)c1ccccn1)c1ccccc1Cl (centres undefined)	.	-1.5	61	-2	6	0.9	-3	8	-1	-1.2	2.1
CC1Cc2ccccc2N1C(=O)CN1C(=O)COc2ccccc21 (centres undefined)	11	-1.4	9	5	8	0.6	-2	-5	-2	0.8	1.9
CC(C)CCN1C(=O)c2ccc(C(=O)N3CCCCC3)cc2C1=O	-9	-0.7	-15	-6	4	-1.1	-10	1	4	1.9	-1.4
CCOC(=O)c1c(N)n(CCOC(=O)c2cccs2)c2nc3ccccc3nc12	3	-2.0	-3	-5	12	1.3	3	10	-7	0.8	-0.8
CCN(CC)S(=O)(=O)c1ccc(C(=O)Nc2cc(C)on2)cc1	-19	-0.7	-9	-6	4	1.6	12	-10	5	0.2	1.9
Cc1nc2cc(N)ccc2n1C1CCCCC1	26	0.5	-3	-1	-2	-4.5	6	-2	-1	2.1	1.3

2 neighbouring entries out of the list so far, quoted:
SMILES	PfHsp90 set2	OPRM1-OPRD1 ag	SUMO Mot1 rescue	PKA-R2B act	OPRM1-OPRD1 inv	E coli growth	PKA-R1A act	HTR5A inv ctr	Tat transport	phage Ecoli inh	AddAB inh
CN(C)CCCNc1nc(-c2ccccc2)nc2ccccc12	-27	-2.7	-3	7	13	3.7	0	-7	-4	2.5	6.2
CCN(CC)S(=O)(=O)c1cccc(NC(=O)COC(=O)C2CC3C=CC2C3)c1 (centres undefined)	5	-1.2	-17	-7	6	-1.3	2	4	10	-1.8	1.5

(cont.)
SMILES	PfHsp90 set2	OPRM1-OPRD1 ag	SUMO Mot1 rescue	PKA-R2B act	OPRM1-OPRD1 inv	E coli growth	PKA-R1A act	HTR5A inv ctr	Tat transport	phage Ecoli inh	AddAB inh
COC(=O)c1ccc(COC(=O)C(CCS(C)(=O)=O)N2C(=O)c3ccccc3C2=O)cc1 (centres undefined)	6	-1.3	.	-6	6	-1.7	-7	-8	-6	1.2	-0.1
COc1ccc2nccnc2c1[N+](=O)[O-]	-3	-2.4	8	2	12	-1.3	-1	-10	-3	2.5	2.0
CCCN1C(=S)SC(C)(C)C1/[N+]([O-])=C/c1ccc(S(=O)(=O)NC)cc1 (centres undefined)	24	-2.6	89	8	14	2.4	-4	-3	0	0.5	3.0
CCN1CCN(C(=O)CN2C(=O)COc3ccc(C)cc32)CC1	24	-1.5	24	4	12*	-0.7	8	12	12	1.4	1.0
O=C(COc1ccc(Cl)cc1)N(Cc1ccco1)C1CCS(=O)(=O)C1 (centres undefined)	-10	-1.1	-9	-5	6	0.3	11	19	-8	-1.6	1.8
COc1ccccc1NC(=O)Nc1cccc(C)n1	-3	2.4	-10	0	-11	.	4	-3	3	1.2	.
CC12CCC(C(=O)NNc3ccccc3)(C(=O)C1=O)C2(C)C (centres undefined)	0	-2.2	-9	-7	11	-0.2	-6	-8	3	5.3	3.3
CCc1nc(SCc2ccc(OCC(C)C)cc2)n[nH]1	-35	5.1	4	-6	-26	0.3	-2	0	4	3.5	1.8
Cc1ccc(Nc2cc(C)nc3ncnn23)c(C)c1	3	-0.5	-23	7	2	-2.1	-6	2	1	2.9	-0.4
Cc1ccccc1NC(=O)c1cc[n+]([O-])cc1	25	2.4	8	3	-20	-1.1	-8	-6	-1	0.1	-0.8
Cn1c(=O)c2c(nc(Cc3ccccc3)n2C)n(C)c1=O	-7	-4.3	5	-12	20	0.5	-2	-19	-2	-2.6	2.2
Cc1cc(C)cc(SCc2noc(C(=O)NCCN(C)C)c2C(=O)NCCN(C)C)c1	-16	-1.8	31	1	10	-4.5	-3	-27	3	2.1	-0.8
CCCCNc1c(-c2ccc(-c3cccc(Cl)c3)cc2)nc2ccc(Cl)cn12	-21	-1.4	-2	-8	8	1.1	-13	-33	1	2.2	1.2
CCN(C(=O)c1ccc(NC(C)=O)cc1)c1ccccc1	.	-0.8	-3	-14	4	1.8	-4	-4	-4	3.4	2.1
COc1cc(OC)cc(C(=O)N2CCCc3ccccc32)c1	-47	-3.2	17	1	19	-0.3	-4	5	7	0.8	2.6
COc1ccc(OCC(=O)Nc2ccc3nc(C)sc3c2)cc1	33	-1.8	-3	-5	8	-0.2	-6	14	-5	4.9	1.4
Cc1ccc(S(=O)(=O)NCc2ccccc2)cc1C(=O)N1CCCC(C(F)(F)F)C1 (centres undefined)	.	0.2	1	2	-1	0.1	6	17	4	-0.1	0.3
CSc1nnnn1-c1ccc(C(=O)O)cc1	-2	-1.2	-9	6	7	-0.7	-1	7	-2	2.7	1.3
COc1ccc(N(CC(=O)Nc2ccc(Cc3ccncc3)cc2)S(=O)(=O)c2ccccc2)cc1	-5	-2.2	249	4	12	-1.1	2	-10	10	4.4	0.3
O=C(O)CC(C(=O)Nc1ccc(F)cc1)C1CCCO1 (centres undefined)	6	-1.6	-14	-1	8	-1.8	6	22	-2	-1.0	-2.9
CC(C)(C)NC(=O)COC(=O)c1cncc(Br)c1	24	-1.7	-13	0	7	1.4	8	-1	1	0.6	3.9
